# Compound activity from PubChem BioAssay.
# sgs1 mgt1 – NCI yeast anticancer drug screen, S. cerevisiae sgs1 mgt1 strain. % growth inhibition at 50 µM. hit rate 10% among 78,000. AID 161, 2004;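 note: 0% = growth of vehicle-only cultures of the same strain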
#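 Read-out: growth inhibition vs vehicle controls. Cells: mutant yeast strain deficient in DNA damage repair.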
# yeast mec2-1 – NCI yeast anticancer drug screen, S. cerevisiae mec2-1 strain. hit rate 9% among 79,000. growth inhibition, % at 50 µM. AID 157, 2004;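 note: 0% = growth of vehicle-only cultures of the same strain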
#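 Mutant yeast (mec2-1) grown with compound; growth inhibition relative to vehicle control reported.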
# yeast rad50 – NCI yeast anticancer drug screen, S. cerevisiae rad50 strain; % growth inhibition at 50 µM; hit rate 10% among 79,000; AID 155, 2004;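 note: 0% = growth of vehicle-only cultures of the same strain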
#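 Relative growth inhibition (compound vs vehicle) was measured in yeast with a defined repair-gene alteration.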
# mlh1 rad18 – NCI yeast anticancer drug screen, S. cerevisiae mlh1 rad18 strain; hit rate 11% among 79,000; % growth inhibition at 50 µM; AID 175, 2004;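 note: 0% = growth of vehicle-only cultures of the same strain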
#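 Cells of a genetically altered yeast strain, deficient in DNA damage repair, were treated with compound. Their growth was then compared with that of vehicle-treated cultures to give inhibition.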
# bub3 – NCI yeast anticancer drug screen, S. cerevisiae bub3 mutant strain; growth inhibition, % at 50 µM; hit rate 9.9% among 78,000;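 note: 0% = growth of vehicle-only cultures of the same strain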
#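 Steps: expose the mutant yeast strain to compound; grow alongside vehicle-treated cultures; measure growth; express inhibition against the vehicle cultures.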
# cln2 rad14 – NCI yeast anticancer drug screen, S. cerevisiae cln2 rad14 strain; AID 165, 2004; % growth inhibition at 50 µM; hit rate 8.3% among 78,000;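 note: 0% = growth of vehicle-only cultures of the same strain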
#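 Yeast carrying cln2 and rad14 alterations (cell cycle control and DNA damage repair) were exposed to compounds. Growth inhibition was measured against vehicle-treated controls.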
# An asterisk follows results filed as active; · = not tested or not shown; ! = a repeat was not active. Cut-off read from the data, not from the text of the source: active = growth inhibition above about 70%; inactive = the rest.
no.	canonical_smiles	sgs1 mgt1	yeast mec2-1	yeast rad50	mlh1 rad18	bub3	cln2 rad14
1	COC(=O)c1cc2c(cc1CC(Cc1ccc3c(c1)CCC3)C(=O)OC)CCC2 (stereo not given)	-22	1	28	-5	4	-34
2	CC1CC=C2C=C(Cl)C=CC2(C)C1C (stereo not given)	-3	4	2	-2	9	-9
3	CNc1ncnc2c1c(C(N)=S)cn2C1OC(CO)C(O)C1O (stereo not given)	-14	-23	0	12	1	2
4	CN(C)N=Nc1c(Cl)cccc1Cl	-7	27	3	8	2	-13
5	CC(=O)O[C@@H]1C2C(=O)OC(=O)C2C2CCC[C@]23O[C@H]13 (stereo not given in full)	-17	-14	-22	-18	-9	-14
6	CC1=CCC(C(C)(C)OCCOCCOCCO)CC1 (stereo not given)	-1	-14	-4	-16	-8	-81
7	CCC(C)c1cnc(CC(C)C)c(=O)[nH]1 (stereo not given)	17	-44	9	1	-10	5
8	COc1ccc(OC)c(CCCCC(N)=O)c1	7	-8	-20	-10	0	1
9	CC(C)c1cc(Cl)nc(Cl)n1	-20	-14	-13	-17	-41	-16
10	Nc1ccc(S(=O)(=O)Nc2ccccc2-c2nc(N)nc(N)n2)cc1	-7	-1	2	38	0	2
11	CCCC12C=C(OC)C(=O)C(C1=O)C(c1ccc3c(c1)OCO3)C2C (stereo not given)	-10	-37	5	-9	-35	-11
12	O=P(O)(O)c1cccc(Br)c1	3	7	-1	0	-10	27
13	Cc1nc2c(cc1C#N)C(NCCO)Oc1ccccc1-2 (stereo not given)	-7	-13	18	15	12	-1
14	C/C(=C/c1ccc(O)cc1)C(=O)O	-8	-10	-26	-3	12	-4
15	O=C(Nc1nnc(-c2coc3ccccc3c2=O)s1)c1ccccc1	1	-2	-42	5	-10	-10
16	C/C(=N/O)c1c[n+]([O-])ccn1	-8	-3	-4	0	5	-31
17	CCOC(=O)COc1ccc2c(C)cc(=O)oc2c1[N+](=O)[O-]	2	-7	11	36	7	7
18	O=C(CNC(=O)c1ccccc1)Nc1ccc([N+](=O)[O-])cc1	-2	-1	15	6	23	27
19	NC(=O)c1ncn(C2OC(CO)C(O)C2O)c1C(N)=O (stereo not given)	-12	-25	-8	-25	0	-5
20	C/C(=N\NC(=O)CC(=O)N(C(=O)c1ccc(Cl)cc1)c1ccc(C)cc1)c1ccccc1O	-10	-26	-2	-30	-1	6
21	COc1ccc(Cc2coc3ccccc3c2=O)cc1	14	7	13	9	25	5
22	Cc1cc2ccccc2c2cc3ccccc3cc12	8	-6	-2	8	-2	12
23	Nc1nc2ncc(CNc3ccc(C(=O)NC(CCC(=O)O)C(=O)O)cc3)nc2c(=O)[nH]1 (stereo not given)	-26	-4	9	-66	-17	19
24	CCCCCCCC/C=C/CCCCCCCC(=O)N(C)CC(=O)O	11	-17	-19	-8	22	-29
25	O=C(NN1CCOC1=O)OCCCl	35	19	25	74*	-16	25
26	O=C1Nc2ccccc2/C1=N/N1C(=O)CSC1=S	32	15	29	29	16	7
27	CC(=O)C[n+]1ccc(C)cc1Sc1ccccc1C	7	-18	8	34	-3	4
28	N#CC(c1ccccc1)C(c1ccccc1)c1cccc2ccccc12 (stereo not given)	6	12	12	16	-3	-7
29	CC(=O)c1ccco1	-5	16	18	13	1	-43
30	CC[N+](C)(N)Cc1ccccc1Cl (stereo not given)	-9	25	4	-10	-4	0

# Gathered by group: the compounds so far containing an NH in an aromatic ring (2)
no.	canonical_smiles	sgs1 mgt1	yeast mec2-1	yeast rad50	mlh1 rad18	bub3	cln2 rad14
7	CCC(C)c1cnc(CC(C)C)c(=O)[nH]1 (stereo not given)	17	-44	9	1	-10	5
23	Nc1nc2ncc(CNc3ccc(C(=O)NC(CCC(=O)O)C(=O)O)cc3)nc2c(=O)[nH]1 (stereo not given)	-26	-4	9	-66	-17	19

# (next part)
no.	canonical_smiles	sgs1 mgt1	yeast mec2-1	yeast rad50	mlh1 rad18	bub3	cln2 rad14
31	N#CCC(=O)N/N=C(\c1ccccc1)C(c1ccccc1)C1(O)C(=O)Nc2c(Cl)ccc(Cl)c21 (stereo not given)	52	41	44	69	30	7
32	CN1N=CSC12C(=O)N(c1ccccc1)C(=O)N2c1ccccc1 (stereo not given)	1	-2	0	-14	3	20
33	COC(=O)c1c2cccccc-2c(C(=O)OC)c1N	29	18	15	43	36	-25
34	CCC[CH2][Sn]1([CH2]CCC)[O]C(=O)CN=Cc2c(ccc3ccccc23)[O]1	93*	94*	91*	92*	93*	93*
35	CC(C)=C/C(C)=N\NS(=O)(=O)c1ccc(N)cc1	9	-2	9	25	3	54
36	CC1=NC(=Cc2ccc([N+](=O)[O-])cc2)C(=O)N1n1c(-c2ccccc2)nc2ccccc2c1=O	45	64	49	63	68	77*
37	CCCCCCCCCCCCCCCCn1cnc2c(Cl)ncnc21	-20	4	23	3	-3	13
38	O=c1c(Br)cc2c(-c3ccccc3)c3cc(Br)c(O)c(Br)c3oc-2c1Br	61	78*	81*	83*	54	55
39	C(CCCCCC1CCC2CCCC2C1)CCCCC1CCC2CCCC2C1 (stereo not given)	-17	-12	-9	-16	1	-28
40	CCOC(=O)NC(=O)c1cn(-c2ccc(CCOC(=O)CCCCCCCCC(=O)OCCc3ccc(-n4cc(C(=O)NC(=O)OCC)c(=O)[nH]c4=O)cc3)cc2)c(=O)[nH]c1=O	-35	-26	-41	-36	-12	4
41	COc1cc(OC)c(NC(=O)ON2C(=O)c3ccccc3C2=O)cc1Cl	-2	-2	8	25	0	12
42	CC(=O)Oc1c(Br)ccc2cc(C(Br)Br)c(C(=O)c3ccccc3)nc12	88*	87*	84*	81*	84*	83*
43	O=[N+]([O-])C1=C(c2ccccc2)SC=C(c2ccccc2)S1	85*!	83*!	72*!	86*!	85*!	89*!
44	COC(=O)C1(C)CCCC2(C)C3CC(=O)C(C(C)C)=CC3(O)CCC12 (stereo not given)	3	-3	11	-6	1	14
45	N#C/C(=C\c1ccccc1)C(=O)c1ccccc1	-2	24	-1	25	29	11
46	O=c1[nH]c2ccccc2c(=O)n1CCCN1CCN(c2cccc(Cl)c2)CC1	34	12	22	15	16	-23
47	C=C1C(NC)CCC23CC24CCC2(C)C(C(C)=O)C(O)CC2(C)C4CCC13 (stereo not given)	22	-14	12	-70	8	2
48	C=CCn1c(=N)/c(=C(\N)O)s/c1=C1/SC(=S)N(c2ccc(C)cc2)C1=O	-10	-1	50	-19	-7	-27
49	CC[n+]1ccccc1Br	10	19	19	19	6	-7
50	COc1ccc(C(=O)/C=C/c2ccc(OCC(=N)N)cc2)cc1OC	61	27	48	55	20	23
51	O=C1C(O)[C@@H](O)C(=O)N1Cc1ccccc1 (stereo not given in full)	17	25	18	5	12	-25
52	OC(CO/N=C1\CCc2ccccc21)CN1CCOCC1 (stereo not given)	61	33	52	54	55	50
53	O=C(Oc1ccc(C(=O)c2ccccc2)c(O)c1)c1ccccc1	-1	-19	-21	-7	-2	-16
54	CN(C)CCNS(=O)(=O)N(C)C	-24	-25	-25	8	-52	7
55	CCOC(=O)C1(C(=O)OCC)C(C#N)(C#N)C1(C#N)C#N	-7	2	-1	-11	-2	-7
56	Cc1nc2ccc(S(=O)(=O)Nc3ccccn3)cc2c(=O)n1NS(=O)(=O)c1ccccn1	12	12	43	26	-14	23
57	O=S=NSc1c(F)c(F)c(F)c(F)c1F	-13	-6	-13	-7	-6	-15
58	CC1(C)OCC(C2OC3OC(C)(C)OC3C2c2ccccc2)O1 (stereo not given)	-31	-9	-4	2	-3	1
59	CCOC(=O)CC(=O)Cc1oc2c(C(C)=O)c(O)c(C)c(O)c2c1C	0	7	-1	15	3	6
60	S=c1[nH]nc(NC2CCCCC2)s1	·	-12	-4	-7	·	·

# In the list so far, four contain an aryl methoxy group:
no.	canonical_smiles	sgs1 mgt1	yeast mec2-1	yeast rad50	mlh1 rad18	bub3	cln2 rad14
8	COc1ccc(OC)c(CCCCC(N)=O)c1	7	-8	-20	-10	0	1
21	COc1ccc(Cc2coc3ccccc3c2=O)cc1	14	7	13	9	25	5
41	COc1cc(OC)c(NC(=O)ON2C(=O)c3ccccc3C2=O)cc1Cl	-2	-2	8	25	0	12
50	COc1ccc(C(=O)/C=C/c2ccc(OCC(=N)N)cc2)cc1OC	61	27	48	55	20	23

# Additional records.
no.	canonical_smiles	sgs1 mgt1	yeast mec2-1	yeast rad50	mlh1 rad18	bub3	cln2 rad14
61	S=C1NNC(=S)NN1	40	30	44	63	50	38
62	CCOC(=O)c1c(Sc2ccc([N+](=O)[O-])cc2[N+](=O)[O-])nc2c3ccccc3ccn12	-33	0	18	7	-11	1
63	Nc1ncc(Cl)c(NCC2(CO)CC(CCc3ccccc3)C2)n1 (stereo not given)	-12	-19	-5	2	-37	-1
64	Cc1no[n+]([O-])c1NC(=O)OCc1ccccc1	-3	-11	-2	7	-15	-38
65	O=C(CCN1CCCCC1)c1csc2ccccc12	42	30	34	39	42	29
66	Cc1cc(N(CCC#N)CCC#N)ccc1/C(N=Nc1cccc([N+](=O)[O-])c1)=N/NC(=O)c1cc(Cl)ccc1O	66	47	63	32	79*	24
67	Brc1ncccn1	1	-17	24	15	8	18
68	CC1S/C(=N\N=C\c2ccc(Cl)cc2)N=C1c1c(O)c2ccccc2oc1=O (stereo not given)	57	52	13	46	8	-8
69	CC1=NNC(=S)NCCCN2CCN(CCCNC(=S)NN=C(C)C=NNC(=S)NCCCN3CCN(CCCNC(=S)NN=C1)CC3)CC2	-6	-19	3	-14	-53	-8
70	C=Cn1c([N+](=O)[O-])cnc1/C=C/c1ccc(C(=O)OCCN2CCOCC2)cc1	78*	16	69	53	-10	35
71	COc1ccccc1C(=O)Nc1c(C)cccc1Cl	-1	-26	0	7	-10	0
72	Cc1cc(Cl)ccc1OCCCC(=O)NC(Cc1c[nH]c2ccccc12)C(=O)O (stereo not given)	18	3	3	9	-2	22
73	Nc1n[n+]([O-])c2cc([N+](=O)[O-])ccc2[n+]1[O-]	85*	88*	85*	68	76*	80*
74	CCCCCCCCCCCC[N+](C)(C)C	93*!	92*!	80*!	80*	97*!	72*!
75	CCOC(=O)C/C(C(=O)O)=C(\C)c1ccc2ccccc2c1	21	18	-10	-1	-2	1
76	O=C(NNCc1ccccc1)c1ccccc1	-4	22	3	-1	18	2
77	CCCOc1ccc(/C(Cl)=C(\C=O)c2ccc(OC)c(OC)c2)cc1OCCC	3	-9	5	1	-21	-60
78	CC(C)(O)/C(=N/O)c1ccc(-c2ccccc2)cc1	0	-18	-4	11	9	-16
79	O=c1[nH]nc(-c2ccccc2)n1O	-11	-6	-2	-3	-2	-15
80	CCOc1cc(/C=N/NC(=O)c2ccccc2NC(=O)c2ccccc2Cl)ccc1O	-7	-2	11	-9	3	-2
81	COc1ccc2nc(C)c3c(c2c1)C(=O)N(CCC[N+]1([O-])CC[N+]([O-])(CCCN2C(=O)c4c(c5cc(OC)ccc5[n+]([O-])c4C)C2=O)CC1)C3=O (stereo not given)	-6	-8	0	26	2	-36
82	COc1ccc2c3c(cnc2c1)P(C)(=O)CC3 (stereo not given)	-2	-37	8	-3	-11	-35
83	O=C(OCCN1CCCCCC1)C(c1ccsc1)C1CCCCC1 (stereo not given)	84*	33	82*	79*	83*	63
84	Cc1cc(CSC(=N)N)c(C)cc1CSC(=N)N	·	-40	-12	-8	·	·
85	O=C1C=C(c2ccc(-c3ccccc3)cc2)CCC1	4	-12	-16	2	-20	6
86	COc1ccc(-c2cc(=O)c3c(O)cc(O)cc3o2)cc1Oc1ccc(-c2cc(=O)c3c(O)cc(O)cc3o2)cc1	-12	-12	16	5	-4	2
87	CC(=O)SC12CCCN1C(=O)C1(SC(C)=O)CCCN1C2=O (stereo not given)	45	26	40	37	3	-29
88	O=C(O)CNC(=O)CNC(=O)C(Br)Cc1ccccc1 (stereo not given)	-3	-20	18	-15	-5	6
89	c1ccc2nc3[nH]c4ccccc4c3cc2c1	51	54	85*	69	51	45
90	O=C(O)c1c(Br)c(Br)c(Br)c(Br)c1C(=O)Nc1ccc(Cl)cc1C(F)(F)F	11	10	1	13	0	-7

# Pulled by structure from the entries so far:
no.	canonical_smiles	sgs1 mgt1	yeast mec2-1	yeast rad50	mlh1 rad18	bub3	cln2 rad14
77	CCCOc1ccc(/C(Cl)=C(\C=O)c2ccc(OC)c(OC)c2)cc1OCCC	3	-9	5	1	-21	-60
70	C=Cn1c([N+](=O)[O-])cnc1/C=C/c1ccc(C(=O)OCCN2CCOCC2)cc1	78*	16	69	53	-10	35
75	CCOC(=O)C/C(C(=O)O)=C(\C)c1ccc2ccccc2c1	21	18	-10	-1	-2	1
87	CC(=O)SC12CCCN1C(=O)C1(SC(C)=O)CCCN1C2=O (stereo not given)	45	26	40	37	3	-29
